PrPC TRFRET – inhibitors of human cell surface prion protein PrPC, primary screen, cell-based, TR-FRET. Major prion protein (Homo sapiens), P04156. TR-FRET read-out. inhibition, % at 13.8 µM. hit rate 0.43% among 370,000; in the data active = inhibition above about 24%; note: 0% = median of the test wells and 100% = reference compound wells
PfHsp40 rescue – rescue of yeast from PfHsp40 toxicity, primary screen, S. cerevisiae, ATP luminescence; S. cerevisiae expressing PfHsp40, growth rescue; hit rate 0.68% among 340,000; growth rescue, % at 12.5 µM; AID 504582, 2011; in the data active = growth rescue above about 28%, passing the limit was not always enough; inconclusive = no clear call, values can overlap the other calls;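 note: yeast W303a lacking pdr1 and pdr3 grown in galactose medium; growth measured after three days at 30 °C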
Anthrax LF prot – Bacillus anthracis LF protease inhibitors, primary screen, biochemical, multiplex microsphere, MLPCN library | inhibition, % at 10 µM | hit rate 0.12% among 360,000 | AID 588501, 2011 | multiplex microsphere protease cleavage assay; note: plate controls were buffer without enzyme for full effect and enzyme alone for no effect
Y pestis TopoI – Yersinia pestis topoisomerase I inhibitors, primary screen, biochemical, cleavage product accumulation, plate reader, single point; Y. pestis Topo-I cleavage product accumulation; activity, % at 10 µM; AID 504884, 2011; hit rate 0.064% among 360,000; in the data active = activity above about 50%, passing the limit was not always enough; inconclusive = no clear call, values can overlap the other calls; note: inactives centre near 2
SARS 3CLpro inh – SARS-CoV 3CLpro protease inhibitors, primary screen, biochemical, quenched FRET; hit rate 0.14% among 290,000; inhibition, % at 6 µM; recombinant SARS-CoV 3CLpro, quenched FRET peptide cleavage; in the data active = inhibition above about 12%
TcdB GH inh – TcdB glycohydrolase inhibitors, primary screen, biochemical, single point, plate reader. AID 652162, 2013. hit rate 0.24% among 350,000. inhibition, % at 9.99 µM. TcdB glycohydrolase enzymatic assay; in the data active = inhibition above about 10%
Target sequence (P18177 whole entry, looked up): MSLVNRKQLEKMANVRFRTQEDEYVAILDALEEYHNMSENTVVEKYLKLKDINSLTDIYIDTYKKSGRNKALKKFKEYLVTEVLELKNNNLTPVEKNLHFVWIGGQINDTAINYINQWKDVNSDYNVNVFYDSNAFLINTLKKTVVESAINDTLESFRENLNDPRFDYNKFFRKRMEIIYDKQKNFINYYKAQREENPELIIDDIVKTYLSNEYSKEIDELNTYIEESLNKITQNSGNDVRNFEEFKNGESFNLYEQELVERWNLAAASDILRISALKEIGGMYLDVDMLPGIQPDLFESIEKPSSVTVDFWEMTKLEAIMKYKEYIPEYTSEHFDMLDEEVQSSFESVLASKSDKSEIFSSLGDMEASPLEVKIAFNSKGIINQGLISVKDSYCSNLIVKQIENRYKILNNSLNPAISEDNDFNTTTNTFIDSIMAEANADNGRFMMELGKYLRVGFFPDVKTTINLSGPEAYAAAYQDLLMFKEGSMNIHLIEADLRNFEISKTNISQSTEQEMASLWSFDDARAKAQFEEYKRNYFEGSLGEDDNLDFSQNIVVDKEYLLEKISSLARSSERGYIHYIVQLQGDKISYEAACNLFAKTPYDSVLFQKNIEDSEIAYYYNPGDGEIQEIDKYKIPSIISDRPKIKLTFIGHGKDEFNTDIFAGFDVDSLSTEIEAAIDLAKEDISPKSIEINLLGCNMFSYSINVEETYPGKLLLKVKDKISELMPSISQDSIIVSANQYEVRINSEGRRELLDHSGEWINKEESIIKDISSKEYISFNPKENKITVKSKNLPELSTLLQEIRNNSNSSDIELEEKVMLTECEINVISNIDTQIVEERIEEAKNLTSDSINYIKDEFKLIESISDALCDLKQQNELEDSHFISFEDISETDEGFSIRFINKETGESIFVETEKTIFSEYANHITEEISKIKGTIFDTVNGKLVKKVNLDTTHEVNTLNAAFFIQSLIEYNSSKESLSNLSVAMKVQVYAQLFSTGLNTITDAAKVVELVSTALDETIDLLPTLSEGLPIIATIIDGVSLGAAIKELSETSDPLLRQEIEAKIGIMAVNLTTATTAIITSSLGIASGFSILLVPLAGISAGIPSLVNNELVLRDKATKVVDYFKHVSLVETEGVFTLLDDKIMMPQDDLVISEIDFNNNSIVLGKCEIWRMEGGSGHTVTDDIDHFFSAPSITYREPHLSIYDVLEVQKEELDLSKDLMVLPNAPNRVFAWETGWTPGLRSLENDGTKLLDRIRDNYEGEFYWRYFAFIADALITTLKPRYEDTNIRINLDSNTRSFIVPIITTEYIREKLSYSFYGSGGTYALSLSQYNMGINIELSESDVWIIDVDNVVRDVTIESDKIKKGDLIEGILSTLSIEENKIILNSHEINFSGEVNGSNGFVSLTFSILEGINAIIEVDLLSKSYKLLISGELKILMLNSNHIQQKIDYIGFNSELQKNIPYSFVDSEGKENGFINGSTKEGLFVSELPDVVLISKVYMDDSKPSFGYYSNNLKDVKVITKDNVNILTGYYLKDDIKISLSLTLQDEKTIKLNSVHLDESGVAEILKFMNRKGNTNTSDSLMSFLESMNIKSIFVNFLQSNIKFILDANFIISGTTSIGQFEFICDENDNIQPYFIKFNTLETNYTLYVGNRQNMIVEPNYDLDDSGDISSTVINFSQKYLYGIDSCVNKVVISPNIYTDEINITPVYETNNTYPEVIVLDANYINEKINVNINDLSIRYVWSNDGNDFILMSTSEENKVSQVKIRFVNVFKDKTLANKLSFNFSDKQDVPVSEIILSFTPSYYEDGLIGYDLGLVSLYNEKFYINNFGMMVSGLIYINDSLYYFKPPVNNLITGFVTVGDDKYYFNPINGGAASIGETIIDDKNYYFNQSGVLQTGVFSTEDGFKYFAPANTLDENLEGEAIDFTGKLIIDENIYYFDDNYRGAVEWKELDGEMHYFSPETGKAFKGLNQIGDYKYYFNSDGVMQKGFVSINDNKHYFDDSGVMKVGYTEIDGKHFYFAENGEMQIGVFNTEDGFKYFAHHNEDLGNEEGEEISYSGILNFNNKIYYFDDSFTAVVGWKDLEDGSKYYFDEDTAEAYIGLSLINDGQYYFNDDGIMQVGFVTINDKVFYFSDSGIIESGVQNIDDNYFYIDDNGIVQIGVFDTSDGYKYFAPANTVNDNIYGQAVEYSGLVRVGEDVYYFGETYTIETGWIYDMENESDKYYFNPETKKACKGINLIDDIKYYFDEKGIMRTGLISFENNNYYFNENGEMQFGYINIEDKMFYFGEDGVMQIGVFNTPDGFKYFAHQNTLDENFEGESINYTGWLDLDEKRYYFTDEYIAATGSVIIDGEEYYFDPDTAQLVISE
BH1578 lux ind – inducers of Vibrio cholerae quorum light production without autoinducers, primary screen, BH1578 luxS cqsA deficient, single point; V. cholerae BH1578 lux reporter, luminescence, 6 h; activation, % at 18.7 µM; hit rate 0.16% among 350,000; AID 588436, 2011; in the data active = activation mostly above about 9.7%, no sharp cut-off; inconclusive = no clear call, values can overlap the other calls; inactive = mostly below about 3.7%; note: not every result past the cut was called active; inactives centre near 0; reference of the scale not given here
PriA SSB inh – inhibitors of Klebsiella pneumoniae PriA binding to SSB C-terminal tail, primary screen, biochemical, AlphaScreen. PriA–SSB C-terminal tail interaction (Klebsiella pneumoniae). AlphaScreen SSBct-PriA binding, biotinylated peptide. inhibition, % at 33 µM. hit rate 0.6% among 430,000. AID 1272365, 2023; in the data active = inhibition mostly above about 37%, no sharp cut-off; inactive = mostly below about 20%;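 note: plate controls were negative control peptide for no effect and reference peptide for full effect; strong numbers were not always called active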
BoNT-A LC inh2 – BoNT/A light chain protease inhibitors, primary screen, biochemical, flow cytometry, MLPCN library. multiplex microsphere protease substrate cleavage. AID 588499, 2011. hit rate 0.17% among 360,000. inhibition, % at 10 µM. Botulinum neurotoxin type A light chain protease (Clostridium botulinum A str. ATCC 3502); note: plate controls were buffer without enzyme for full effect and enzyme alone for no effect
Starred values were filed as active, the others as inactive; i = inactive; ? = inconclusive; · = no result given; & = joins results of further samples. Cut-off read from the data, not from the text of the source, unless noted: active = inhibition above about 30%; inconclusive = no clear call, values can overlap the other calls; inactive = below that. Some of the compounds tested; count on the stated rates, not on these rows.

Fields – BH1578 lux ind	SARS 3CLpro inh	BoNT-A LC inh2	PfHsp40 rescue	Y pestis TopoI	TcdB GH inh	Anthrax LF prot	PriA SSB inh	PrPC TRFRET
> COc1cc(C(=O)NC2CCN(C)CC2)ccc1Nc1ncc2c(n1)N(CCc1ccccc1)CCC(=O)N2C
    i	·	-0.5	-0.6	-17	0.3	-2	-2	-23
> O=C(O)CCCC(=O)Nc1ccc(C(=O)N2CCCCC2)c(Cl)c1
    i	-10	0.2	0.7	-1	·	-4	-3	3
> c1ccc(-c2ccc(-c3ccccc3)[nH]2)cc1
    i	·	-0.6	1.6	-12	1.2	-10	-12	0
> Cc1cc(C)c2c(c1)/C(=N/NC(=O)c1cc(C)oc1C)CCC2
    -0.4	3	-1.5	0.2	6	1.4	-4	·	-5
> COc1ccc(C(=O)Nc2ccc(CN3CCCCC3)cc2)cc1
    i	-1	0.2	-0.3	1	2.1	-4	-6	-3
> COc1ccc(CCNC(=O)/C(C#N)=C/c2ccc(OCC(=O)NCC3CCCO3)cc2)cc1OC (stereo unspecified)
    -1.2	6	-1.9	0.3	6	0.1	-2	9	-4
> Cn1c(=O)c2c(nc(NCc3ccco3)n2Cc2ccccc2Cl)n(C)c1=O
    ·	-2	-0.4	-1.4	-4	·	0	-6	6
> C=CCNC(=S)NNc1ncnc2sc3c(c12)CC(C)(C)OC3
    i	-3	0.6	0.2	-7	·	-3	-1	2
> NS(=O)(=O)c1ccc(NC(=O)CCC(=O)N2CCOCC2)cc1
    i	-3	3.1	-0.6	-4	-1.4	-11	-5	4
> CCCCCc1ccc(CC(=O)Nn2c(C)nc3ccccc3c2=O)cc1
    -0.9	8	-1.3	?	-3	·	-3	-8	7
> O=C(CCCCn1c(=O)c2ccccc2n(CC(=O)NC2CCCC2)c1=O)NC1CCCC1
    i	4	0.2	-0.3	1	·	1	-2	-7
> CSCCC(NS(=O)(=O)c1ccccc1F)C(=O)NCC(c1ccco1)N(C)C (stereo unspecified)
    i	·	-0.1	1.6	-2	0.4	-10	-11	-2
> C[C@H](c1ccccc1)N1C[C@@H](COCc2ccccc2)Oc2cc(N3CC[C@H](N(C)C)C3)ccc2S1(=O)=O
    ·	·	-0.6	·	·	1.0	-8	·	-12
> N#CCC(=O)N/N=C/c1ccc(Sc2nc3ccccc3s2)o1
    -0.3	4	0.7	-0.7	6	·	2	·	-1
> Cc1cccc(-c2noc(-c3ccccc3C(=O)NCC3CCCO3)n2)c1 (stereo unspecified)
    14	7	-0.4	1.7	15	·	1	2	7
> CCSc1nc(N)nc(-c2cccs2)c1C#N
    i	7	0.1	0.0	0	·	-2	-23	20
> CC(C)(C)c1cc[n+](-c2nc([O-])sc2C=O)cc1
    -0.3	-6	0.2	-0.5	-4	-8.8	1	-1	-56
> O=C(COC(=O)c1n[nH]c(=O)c2ccccc12)c1ccc(Cl)cc1
    1.4	-3	-0.7	-1.5	6	·	-3	-14	-3
> Cc1ccc(NC(=O)C2(S(=O)(=O)c3ccc(C)cc3)CC2)cc1
    -0.4	-1	-0.8	-0.4	-8	1.1	-2	-23	·
> CC(=O)c1cc(-c2ccccc2)n(CCC(=O)NC2CCCC2)c1C
    -0.3	1	0.7	1.2	-4	-0.1	1	-14	10
> CN(CC(=O)Nc1ccc(Cl)cc1)S(=O)(=O)c1cccc2cccnc12
    -0.2	-3	-0.2	-0.5	1	2.9	4	-13	14
> Cc1c(S(=O)(=O)N2CCc3ccccc3C2)c(=O)n(C)c(=O)n1C
    i	-5	-1.0	-0.5	9	0.8	-7	-6	0
> COC(=O)[C@@H](NC(=O)c1ccccc1OC1CCN(S(C)(=O)=O)CC1)C(C)C
    -0.2	-1	0.3	0.4	-3	1.4	-4	-5	-5
> CCOC(=O)N1CCN(C(=O)CSc2ccc3nnc(CCNC(=O)c4ccc(OC)cc4)n3n2)CC1
    -0.5	-2	·	1.1	-4	0.9	·	-20&6&15	-1
> CCc1nn(CC(=O)NCCN2CCOCC2)c(=O)c2cc3c(OC)cccc3n12
    -0.4	2	-7.1	-0.1	-6	1.3	0	-11	-11
> CN(C)P(=O)(CCl)Nc1ccccc1 (stereo unspecified)
    -0.3	4	-0.2	-0.6	-3	·	1	-10	-1
> O=C(c1ccc(-c2cccc(C(F)(F)F)c2)o1)N1CCCCCCC1
    i	·	1.4	·	23	0.5	3	-17	-4
> COc1ccc(C(C)(C)C)cc1NC(=O)COC(=O)c1ccc([N+](=O)[O-])o1
    i	-4	-0.5	532*	-3	-0.1	-2	6	-27
> CCN(C[C@H]1N[C@@](CC)(C(=O)OC)[C@H]2C(=O)N(Cc3ccccc3)C(=O)[C@@H]12)C(=O)c1ccccc1
    -1.0	·	-0.1	0.4	15	-0.7	-1	-3	2
> O=c1c(-c2ccccc2)[n+]([O-])c2ccccc2n1O
    -0.4	-3	0.6	-0.1	5	·	0	5	-16
> COCCCNC(=O)C1CCN(S(=O)(=O)c2c(C)noc2/C=C\c2ccc(OC)cc2)CC1
    -0.3	10	?	-0.4	6	·	?	1	-5
> COc1ccc(C(=O)NCCS(=O)(=O)N2CCCCCC2)cc1
    -5.0	·	1.5	-1.1	13	0.0	1	-7	2
> CC(C)O/C(=N\S(=O)(=O)c1ccc(Cl)cc1)c1ccccc1
    -0.2	0	0.0	0.0	26	·	0	·	-1
> COc1ccccc1NC(=O)c1cn(CCC#N)nc1-c1ccc(F)cc1
    -0.2	3	·	3.3	0	1.9	·	-8	-1
> Cc1ccc(F)cc1NC(=O)COC(=O)C1CCN(c2ccc(C(F)(F)F)cn2)CC1
    -0.7	·	5.5	1.7	12	1.7	4	3	0
> CCc1ccc(NC(=O)Nc2ccncc2)cc1
    -0.5	2	-0.2	-1.3	-12	2.2	0	-5	3
> CCOC(=O)c1csc(-c2ccc3c(c2)CCO3)n1
    i	-4	-1.5	1.8	10	1.3	-6	-8	6
> CC(C)OC(=O)C1C(=O)CC(C)(O)C(C(=O)OC(C)C)C1c1cccc([N+](=O)[O-])c1 (stereo unspecified)
    -0.4	9	0.3	0.1	-10	1.1	6	3	4
> CSc1nc(Cl)c(Br)c(Nc2c[nH]c(=O)[nH]c2=O)n1
    i	·	-0.2	0.0	4	4.5	-2	-15	-8
> COC(=O)[C@H]1C[C@@H]1[C@H](NC(=O)c1cnccn1)c1ccccc1
    -0.4	1	-1.1	-0.1	-4	0.4	-7	-5	-3
> CC(C)CC(NC(=O)CCC(=O)OCC(=O)[C@@]1(O)CCC2[C@@H]3CCC4=CC(=O)C=C[C@]4(C)C3[C@@H](O)C[C@@]21C)C(=O)O (stereo partly specified)
    i	7	-1.5	-1.3	6	1.2	6	-1	-1
> Cc1nc(=O)c(-c2ccccc2)c(C)n1-c1cccc(/C=C/C(=O)O)c1
    i	-1	-0.8	-0.9	8	1.3	2	4	-3
> CCOC(=O)C1(C)CCCCCN1C(=O)c1snnc1C (stereo unspecified)
    -0.4	·	0.1	·	2	0.9	0	·	-2
> O=C(Nc1ccc(F)c(Cl)c1)NC1CC1
    -0.2	2	-0.9	0.4	1	·	-2	-3	6
> O=C(Nc1ccc2c(c1)OCO2)C1CCN(S(=O)(=O)c2cccc3cccnc23)CC1
    i	0	-0.7	0.9	7	·	1	13	3
> Cc1c(C#N)c(NC(=O)CCl)n(Cc2ccccc2)c1C
    i	-2	-0.6	0.6	8	0.9	0	-1	1
> O=C(COc1ccc(-n2cnnn2)cc1)Nc1ccc(F)c(F)c1F
    i	·	2.5	11	-3	0.5	0	0	1
> CN(C)S(=O)(=O)c1ccc(C(=O)Nc2nc(-c3ccccc3)c(C(=O)c3ccccc3)s2)cc1
    -0.2	6	2.7	0.2	-1	·	1	-6	-3
> CCOP(=O)(OCC)c1nc(-c2ccc(Cl)cc2Cl)oc1N1CCCCC1
    -0.3	7	-1.4	-0.2	38	0.6	0	10	13
> CC(C)C[C@H](NC(=O)[C@@H]1Cc2ccccc2CN1)C(=O)Nc1ccc(C(C)C)cc1
    -0.4	1	0.1	0.7	31	1.1	5	11	2
> O=C1COc2ccc(C(=O)CSc3nnc(-c4cccs4)n3Cc3ccccc3)cc2N1
    3.7	1	0.3	3.4	0	·	0	-6	5
> COCCNC(=O)c1ccc(N2CC3CC(C2)c2cccc(=O)n2C3)c([N+](=O)[O-])c1 (stereo unspecified)
    i	2	-0.4	-1.4	2	-0.9	-2	-3	-13
> Fc1cccc(NC(=S)N2CCn3cccc3C2c2cccnc2)c1 (stereo unspecified)
    -0.3	3	-1.5	0.1	-7	1.8	-2	12	6
> COc1ccccc1N1CCN(/N=C/c2cccc(OC)c2O)CC1
    -5.6	1	-0.8	0.8	3	1.6	-2	·	-1
> CC(=O)OCC1OC(OC(C)=O)C(NC(=O)Cc2ccccc2)C(OC(C)=O)C1OC(C)=O (stereo unspecified)
    4.2	-4	-1.3	0.6	1	4.3	-8	11	6
> O=C(COc1cc(F)ccc1[N+](=O)[O-])Nc1ccc(N2CCOCC2)cc1
    -0.4	-2	-0.2	0.4	2	-0.1	-4	-4	-2
> Cc1nc(-c2nc(-c3c(C(=O)NN)noc3C)cs2)cs1
    i	1	-0.2	-0.5	6	0.8	-2	-16	-6
> O=Cc1cccc(OC(=O)/C=C/c2ccco2)c1
    i	0	-5.3	-1.0	-15	-0.8	4	1	0
> Cc1noc(C)c1NC(=O)Nc1ccc2c(c1)C(=O)N([C@H](C)CO)C[C@H](C)[C@@H](CN(C)S(=O)(=O)c1ccc(F)cc1)O2
    -0.8	·	-0.5	-1.4	18	0.0&1.1	2	4	-3
> CN1C(=O)CSC1=Nc1ccc(Br)cc1
    -0.3	-6	-0.1	1.0	8	1.2	-15	-8	-1

3 records picked at random from those above, as already listed:
Fields – BH1578 lux ind	SARS 3CLpro inh	BoNT-A LC inh2	PfHsp40 rescue	Y pestis TopoI	TcdB GH inh	Anthrax LF prot	PriA SSB inh	PrPC TRFRET
> O=C1COc2ccc(C(=O)CSc3nnc(-c4cccs4)n3Cc3ccccc3)cc2N1
    3.7	1	0.3	3.4	0	·	0	-6	5
> Cc1noc(C)c1NC(=O)Nc1ccc2c(c1)C(=O)N([C@H](C)CO)C[C@H](C)[C@@H](CN(C)S(=O)(=O)c1ccc(F)cc1)O2
    -0.8	·	-0.5	-1.4	18	0.0&1.1	2	4	-3
> O=Cc1cccc(OC(=O)/C=C/c2ccco2)c1
    i	0	-5.3	-1.0	-15	-0.8	4	1	0

New compounds follow
Fields – BH1578 lux ind	SARS 3CLpro inh	BoNT-A LC inh2	PfHsp40 rescue	Y pestis TopoI	TcdB GH inh	Anthrax LF prot	PriA SSB inh	PrPC TRFRET
> O=C(CN(C(=O)c1csnn1)c1ccc2c(c1)OCCO2)NCc1ccccc1
    i	0	0.8	-1.7	6	1.1	5	-5	-4
> NC(=O)C1(Nc2ccc(Cl)cc2)CCCC1
    i	·	-0.4	-0.4	0	-0.5	-1	-8	-5
> COC(=O)c1nnn(-c2nc(N3CCOCC3)nc(N3CCOCC3)n2)c1C
    i	0	0.1	-1.0	3	0.2	-3	-2	3
> Cn1c(=O)cc2c3c(c(N4CCCCC4)ccc31)C(=O)c1ccccc1-2
    -0.8	1	0.1	·	-16	0.5	-5	2	-36
> CCOC(=O)c1c(-c2ccc(C)cc2)csc1NC(=O)c1cccc(N2C(=O)CCC2=O)c1
    -0.4	-2	0.1	-1.0	-1	0.6	0	-3	-3
> Nc1nc(Cl)c(C=O)c(N2CCCCC2)n1
    -0.2	-2	-1.1	-0.8	-3	0.3	2	2	2

Bioassay records from PubChem.
